Screening data deposited in PubChem BioAssay by Sanford-Burnham Center for Chemical Genomics.
DUSP3 inh: VHR1 phosphatase inhibitors, primary screen, biochemical, colorimetric, HTS | Dual specificity protein phosphatase 3 (Homo sapiens), P51452 | hit rate 0.7% among 50,000 | inhibition, % at 20 µM | AID 1992, 2009 | recombinant VHR phosphatase, colorimetric substrate read-out; in the data active = inhibition above about 60%; also: some results filed as inactive read as strong as hits
Target sequence (P51452 whole entry, looked up): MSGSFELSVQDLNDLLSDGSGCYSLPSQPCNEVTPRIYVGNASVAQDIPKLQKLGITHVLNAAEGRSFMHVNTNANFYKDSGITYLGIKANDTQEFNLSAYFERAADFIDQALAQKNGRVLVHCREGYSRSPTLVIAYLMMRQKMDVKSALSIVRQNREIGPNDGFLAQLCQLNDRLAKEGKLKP
* hit, by the source's call. An excerpt; rates above refer to the full screens.

SMILES | DUSP3 inh
Cc1ccc(C2Nc3ccc(C(=O)c4ccccc4)cc3NC3=C2C(=O)CC(C)(C)C3)o1 (centres undefined) | -5
CCCCN1C2=NCCCN2c2ccccc21 | 2
Cc1ccc(C(C)C)c(COCC(O)CN2CC(C)CC(C)C2)c1 (centres undefined) | 3
CN1CCN(c2c(Cl)cccc2[N+](=O)[O-])CC1 | -27
CCCCOc1ccc(N2C(=O)C3CC(C)=C(C)CC3C2=O)cc1 (centres undefined) | 10
CCOC(=O)COc1ccc2oc(=O)cc(C)c2c1 | -4
CC(C)(C)OC(=O)COc1cc2oc(=O)c3c(c2cc1Cl)CCC3 | -11
CSc1ccccc1NC(=O)c1cc2nc(-c3cccs3)cc(C(F)(F)F)n2n1 | -28
O=C(O)CC1S/C(=N/N=C/c2ccccc2O)N(c2ccc(O)cc2)C1=O (centres undefined) | -8
CCOC(=O)c1c(NC(=O)c2ccc(OC)c(OC)c2)sc(C(=O)N(CC)CC)c1C | -6
COc1cc(C=C2C(=O)NC(=S)NC2=O)cc(Br)c1OCCOc1ccc(C)c(C)c1 | 16
CCOc1ccc(-c2cc(C(=O)Nc3cccc([N+](=O)[O-])c3)c3ccccc3n2)cc1 | 9
Cc1ccc(-c2ccc(OCC(=O)NCc3ccccc3)cc2)cc1 | 41
COc1ccc(/C=C/C(=O)NCCSCc2ccc(Cl)cc2)cc1 | -26
COc1cccc2cc(C(=O)Nc3cccc(C(C)=O)c3)c(=O)oc12 | -2
COc1ccc(Br)cc1/C=C/C(=O)Nc1ccc(NC(=O)c2ccccc2)cc1 | 4
COc1cc(NS(=O)(=O)c2cccc([N+](=O)[O-])c2)cc(OC)c1 | 4
O=C1N/C(=N/N=C/c2ccc3c(c2)OCO3)SC1c1ccccc1 (centres undefined) | -3
CCOCCOC(=O)C1=C(C)NC2=C(C(=O)CCC2)C1c1ccc(I)cc1 (centres undefined) | -6
O=C(/C=C/c1ccc(N2N=N2)cc1)/C=C/c1ccc(N2N=N2)cc1 | 5
Cc1cccc(C)c1NC(=O)c1ccc([N+](=O)[O-])cc1Cl | -20
COc1ccc(/C=C(\C#N)c2ccc([N+](=O)[O-])cc2)c(OC)c1 | 0
O=C(N/N=C/c1cccc(Cl)c1)c1ccncc1 | -14
COc1ccc(/C=C/C(=O)NCCN2CCOCC2)cc1OC | 7
O=C(O)CCCCCN1C(=O)C(=O)/C(=C(/O)c2ccccc2)C1c1ccc([N+](=O)[O-])cc1 (centres undefined) | 5
NC(=S)N(C1=NCCCCC1)c1ccc(Br)cc1 | -3
Fc1ccc(-c2cn3ccccc3n2)cc1 | -7
Cc1cc(/C=C(\C#N)C(=O)NCC2CCCO2)c(C)n1-c1ccc(Br)cc1 (centres undefined) | 14
CCC(=O)c1ccc(Br)cc1[N+](=O)[O-] | -6
Cc1ccc(C(=O)CC(=O)c2ccccc2C)c(O)c1 | 16
Cc1nc2c([N+](=O)[O-])cc(Br)cc2c(=O)[nH]1 | -33
O=c1[nH]c(=O)n(-c2ccc(F)cc2)c(O)c1C=Nc1ccc2c(c1)OCO2 | -6
COc1ccc(N2C(=O)NC(=O)/C(=C/c3ccc(O)c([N+](=O)[O-])c3)C2=O)cc1 | -4
COC(=O)c1ccc(NC(=S)NC(=O)/C=C/c2ccc(C)cc2)cc1 | -4
CCOC(=O)C1=NN(C(=O)c2ccc([N+](=O)[O-])cc2)C(O)(C(C)(C)C)C1 (centres undefined) | -11
Cn1/c(=N/N=C/c2cc([N+](=O)[O-])ccc2O)sc2ccccc21 | -20
COc1ccc(OC)c(N2C(=O)NC(=O)C(=Cc3ccc(C)o3)C2=O)c1 | 0
O=C(NC(=S)N1CCOCC1)C12CC3CC(CC(C3)C1)C2 | -3
COc1cc2c(cc1C)/C(=N/OC(=O)c1ccc(OC)c([N+](=O)[O-])c1)CCC2 | 2
Cc1cccc(N2C(=O)c3ccc(Oc4ccc([N+](=O)[O-])cc4)cc3C2=O)c1C | 7
O=C(Nc1nc(-c2ccc(Cl)cc2)cs1)c1ccc2c(c1)OCO2 | -2
Cc1cc(/C=N/NC(=O)CC#N)c(C)n1-c1cc(Cl)ccc1Cl | -2
O=C1NC(=O)N(c2ccc(Br)cc2)C(=O)/C1=C\C=C\c1ccco1 | 13
CCOc1ccc2nc(SCC(N)=O)sc2c1 | -1
OCc1ccc(-c2cc(C(F)(F)F)cc(C(F)(F)F)c2)o1 | 12
CCCC(C)NC(=O)c1ccc(C)c([N+](=O)[O-])c1 (centres undefined) | -14
CCN(CC)C(=O)N1c2ccccc2C=Cc2ccccc21 | -1
CCOc1ccc(NC(=O)c2ccccc2NC(=O)c2ccccc2)cc1 | 0
Brc1ccc(OCCCCN2CCOCC2)cc1 | -14
O=C(O)CCC(=O)NNc1ccccc1[N+](=O)[O-] | -21

Next compounds follow.
SMILES | DUSP3 inh
COc1cccc(/C=C2\SC(=Nc3cccc(Cl)c3Cl)NC2=O)c1 | 10
O=C(CN1C(=O)/C(=C/c2ccccc2F)SC1=S)Nc1cccc(O)c1 | 0
Cc1ccc(OCCSc2nc3ccccc3n2CCO)cc1 | -18
Cc1cccc(Cc2cnc(NC(=O)CCCN3C(=O)/C(=C/c4ccccc4)SC3=S)s2)c1 | -19
N/C(=N/c1nc2ccccc2o1)NC(=O)Cc1ccccc1 | 10
CCc1ccc(N2C(=O)NC(=O)/C(=C\c3ccc(O)c(OC)c3)C2=O)cc1 | 36
Cc1cc(Br)ccc1N1C(=O)/C(=C/C=C/c2ccccc2)C(=O)NC1=S | 59
CCOC(=O)c1c(NC(=O)/C=C/c2cccs2)sc(C)c1C | 7
Fc1ccc(CN2CCN(Cc3cccc(Br)c3)CC2)cc1 | 4
O=C(NCC(O)CNC(=O)C(F)(F)C(F)(F)F)C(F)(F)C(F)(F)F | -29
COc1ccc2c(C)c(Cl)c(=O)oc2c1 | 18
Cc1ccc(S(=O)(=O)Nc2cc(C(=O)O)cc(C(=O)O)c2)cc1 | -6
COc1ccc(C(=O)N=Nc2c(O)n(CN3CCCC3)c3ccccc23)cc1 | 1
COC(=O)c1cc(-c2ccc(N)cc2)nc2ccccc12 | -1
O=C(c1cc(F)c(F)cc1Cl)N1CCN(c2ccc([N+](=O)[O-])c3cccnc23)CC1 | 17
O=C1CC(N2CCN(C(c3ccccc3)c3ccccc3)CC2)C(=O)N1c1cccc(Br)c1 (centres undefined) | -11
O=c1[nH]c(=O)n(Cc2ccccc2)cc1F | -23
CCCc1ccc(OCC(=O)Nc2cc(S(=O)(=O)CC)ccc2O)cc1 | -16
COc1cccc(NC(=O)C2C(c3ccccc3)C2(Cl)Cl)c1 (centres undefined) | 0
CC(C)(C)c1cc(Br)ccc1OCC(=O)Nc1ccc(F)cc1 | -8
C=CCn1c2ccccc2c2nnc(SCC(=O)N=C3NC(=O)CS3)nc21 | 36
COc1ccccc1/C=C/C(=O)NCC(=O)N/N=C(/C)c1ccccc1 | -15
CCCCNCCCCCOc1cc(C)ccc1C | -13
Cc1onc(-c2ccccc2Cl)c1C(=O)Nc1ccc2ccccc2c1 | -8
Cc1oc(C(N)=O)cc1COc1ccccc1C(N)=O | -12
O=C(Nc1ccc2c(c1)OCCO2)c1cc2ccccc2o1 | 0
CC(C)c1cccc(C(C)C)c1OCCN1CCCCC1 | -24
O=C(N/N=C/C(Br)=C/c1ccccc1)C(O)c1ccccc1 (centres undefined) | -5
O=C(Nc1ccc(Br)cn1)c1ccc(Oc2ccccc2)cc1 | 98
CC(C)C1=NN2C(=N)/C(=C/c3ccccc3OCc3ccc(F)cc3)C(=O)N=C2S1 | -4
Nc1nnc(CCS(=O)(=O)c2ccc3ccccc3c2)s1 | -6
CCn1c(/N=C/c2c(O)ccc3ccccc23)nc2ccccc21 | -1
CCCCOc1ccc(NC(=O)COc2ccc(C)cc2C)cc1 | 19
O=C(/C=C/c1ccccc1)NC(=S)Nc1cccc(NC(=O)c2cccc(Cl)c2)c1 | -17
Cc1c(Cl)cccc1N1C(=O)CC(Sc2ncn[nH]2)C1=O (centres undefined) | 3
O=C(O)COc1ccccc1/C=N/NC(=O)COc1c(Br)cc(Br)cc1Br | -3
Cc1ccc(NC(=O)c2c(-c3ccccc3)noc2C)cc1C | -31
CCN1C(=O)/C(=C\c2ccc(-c3ccc(C(=O)O)cc3)o2)SC1=S | 0
COC(=O)c1ccc(NC2=C(Cl)C(=O)c3ccccc3C2=O)cc1 | -16
COc1ccccc1NC(=O)c1c(NC(=O)C(Cl)(Cl)Cl)sc2c1CCC2 | -15
CCOC(=O)C1CCN(C(=O)C(O)(c2ccccc2)c2ccccc2)CC1 | 0
CCN(CC)C(=O)CCc1ccccc1 | -12
Fc1ccccc1CSc1nnnn1-c1ccccc1F | 1
Cc1c(NC(=O)Nc2cc(F)c(F)cc2Cl)c(=O)n(-c2ccccc2)n1C | 2
COc1cc(/C=C2/C(=O)NC(=O)N(c3ccccc3F)C2=O)ccc1OCc1ccc(C(=O)O)cc1 | -4
COc1ccc(NS(=O)(=O)c2cc(C)ccc2C)cc1 | 0
O=C1C2CC=CCC2C(=O)N1c1ccc(OCC(O)CN2C(=O)c3ccccc3S2(=O)=O)cc1 (centres undefined) | -5
CCOC(=O)c1c(NC(=O)c2ccccc2)sc2c1CCC/C2=N/O | -19
CCOC(=O)C1=C(N)OC2=C(C(=O)CCC2)C1c1cc(C)ccc1C (centres undefined) | -2
COc1ccc(CN2CCN(C3CCC(C)CC3)CC2)c(OC)c1 (centres undefined) | 23

Compounds shown so far that have a cyano group (3):
SMILES | DUSP3 inh
COc1ccc(/C=C(\C#N)c2ccc([N+](=O)[O-])cc2)c(OC)c1 | 0
Cc1cc(/C=C(\C#N)C(=O)NCC2CCCO2)c(C)n1-c1ccc(Br)cc1 (centres undefined) | 14
Cc1cc(/C=N/NC(=O)CC#N)c(C)n1-c1cc(Cl)ccc1Cl | -2

Next structures follow.
SMILES | DUSP3 inh
Cc1ccccc1NC(=O)/C(=C\c1cccs1)NC(=O)c1ccc(C(C)(C)C)cc1 | -9
O=C(O)c1cc(NC(=O)c2ccccc2Cl)cc(C(=O)O)c1 | 1
CC1=C(C(=O)OC2CCCCC2)C(c2ccc(O)cc2)C2=C(CCCC2=O)N1 (centres undefined) | -10
Cc1ccc(OCCSc2ncnc3nc[nH]c23)cc1 | 2
O=C(CSC1=NCCS1)Nc1cccc(C(F)(F)F)c1 | -3
O=C(Nc1cccc2ccccc12)c1ccc(S(=O)(=O)N2CCOCC2)cc1 | 1
Cc1ccc(C(=O)NCc2ccccn2)cc1[N+](=O)[O-] | 6
COc1ccccc1NC(=O)C1=C(C)NC(=O)NC1c1ccc([N+](=O)[O-])cc1 (centres undefined) | -18
COc1ccccc1N=Cc1c(O)n(-c2ccccc2F)c(=O)[nH]c1=O | -13
COc1ccccc1N1CCN(C(=O)NC2CCCCC2)CC1 | -2
CCOc1c(C)cc2[nH]c(C)nc2c1C | 0
Cc1cc(C)cc(NC(=O)C2CC(=O)N=C(N)S2)c1 (centres undefined) | -3
O=C(O)CC(Cc1ccccc1)C(=O)O (centres undefined) | -4
O=C(CSc1nc2ccccc2c(=O)n1CC1CCCCC1)c1ccc(Cl)cc1 | -11
Cc1onc(-c2ccccc2Cl)c1C(=O)Nc1cccc2cccnc12 | 16
COc1ccc(CCNC(=O)c2ccc(C#CC(C)(C)O)cc2)cc1OC | 5
CS(=O)(=O)N(CC(=O)Nc1ccc(I)cc1)c1cccc(Cl)c1 | -2
CCCOC(=O)c1c(-c2ccc(OCC)cc2)csc1N | 19
Cc1ccc2cccc(SCC(=O)Nc3ccc([N+](=O)[O-])cc3)c2n1 | -6
O=C(CCc1ccccc1)Nc1cccc(Cl)c1Cl | 2
Cc1ccc(Cl)cc1NC(=O)CSc1nc2ccc([N+](=O)[O-])cc2s1 | 4
Cc1ccc2nc(-c3cccc(NC(=O)c4cccs4)c3)oc2c1 | -6
CCC(C(=O)Nc1ccc2c(c1)OCCO2)c1ccccc1 (centres undefined) | 10
O=C(CC1Sc2ccccc2NC1=O)Nc1ccc(O)cc1 (centres undefined) | -5
O=C(COc1ccc2ccccc2c1)Nc1cccc(Cl)c1Cl | 2
Cc1cc(NC(=O)c2ccccc2C)ccc1NC(=O)c1cccs1 | 0
COc1ccc(/C=C2\C(=O)NC(=O)N(c3cc(C)cc(C)c3)C2=O)cc1[N+](=O)[O-] | -19
CC1CC(N(C(=O)C2CC2)c2ccccc2)c2ccccc2N1C(=O)C1CC1 (centres undefined) | 8
COc1cc(C2Nc3ccccc3C(=O)N2Cc2ccccc2)cc(OC)c1OC (centres undefined) | -28

Entries shown so far containing four or more nitrogen atoms, in the order listed:
SMILES | DUSP3 inh
CSc1ccccc1NC(=O)c1cc2nc(-c3cccs3)cc(C(F)(F)F)n2n1 | -28
O=C(/C=C/c1ccc(N2N=N2)cc1)/C=C/c1ccc(N2N=N2)cc1 | 5
Cn1/c(=N/N=C/c2cc([N+](=O)[O-])ccc2O)sc2ccccc21 | -20
Cc1cc(/C=N/NC(=O)CC#N)c(C)n1-c1cc(Cl)ccc1Cl | -2
N/C(=N/c1nc2ccccc2o1)NC(=O)Cc1ccccc1 | 10
COc1ccc(C(=O)N=Nc2c(O)n(CN3CCCC3)c3ccccc23)cc1 | 1
O=C(c1cc(F)c(F)cc1Cl)N1CCN(c2ccc([N+](=O)[O-])c3cccnc23)CC1 | 17
C=CCn1c2ccccc2c2nnc(SCC(=O)N=C3NC(=O)CS3)nc21 | 36
CC(C)C1=NN2C(=N)/C(=C/c3ccccc3OCc3ccc(F)cc3)C(=O)N=C2S1 | -4
Cc1c(Cl)cccc1N1C(=O)CC(Sc2ncn[nH]2)C1=O (centres undefined) | 3
Fc1ccccc1CSc1nnnn1-c1ccccc1F | 1
Cc1c(NC(=O)Nc2cc(F)c(F)cc2Cl)c(=O)n(-c2ccccc2)n1C | 2
Cc1ccc(OCCSc2ncnc3nc[nH]c23)cc1 | 2
COc1ccccc1NC(=O)C1=C(C)NC(=O)NC1c1ccc([N+](=O)[O-])cc1 (centres undefined) | -18
